GLS inh – glutaminase GLS (human) inhibition. O94925. GLS enzymatic activity, qHTS titration. Potency, µM (highest dose often 45.5 µM), without a hit: top-dose activity change, negative = inhibition, most hits filed as inhibitors. actives 0.21% (n = 410,000). AID 624170; also: % is scaled to controls: 0 for no effect and ±100 for the full control effect
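Human kidney-isoform GLS in 45 mM KH2PO4 pH 8.2, 0.02% Tween-20, with compound, started with 1mM L-Glutamine (added stock). Glutamate oxidase/HRP/Amplex red coupled fluorescence read at start and after 30 min at RT.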
Pin1 inhibitor – human Pin1 inhibition. Potency, µM (top dose mostly 115 µM), without a hit: at the highest dose activity, negative = inhibition, usual class: inhibitors. actives 0.009% (n = 390,000). Pin1 FP peptide displacement, HiFluor488, 10 min; active = well fitted inhibition curve with a large enough effect in the polarisation, with a control signal flat, not every such curve was filed as active; inconclusive = small, poorly fitted or top-dose-only effect, or effect the other way, or a change in a side signal; inactive = no such curve, though single readings can be large or run the other way; the % refers to the polarisation; also: % is scaled to controls: 0 for no effect and ±100 for the full control effect
Target sequence (Q13526 whole entry, looked up): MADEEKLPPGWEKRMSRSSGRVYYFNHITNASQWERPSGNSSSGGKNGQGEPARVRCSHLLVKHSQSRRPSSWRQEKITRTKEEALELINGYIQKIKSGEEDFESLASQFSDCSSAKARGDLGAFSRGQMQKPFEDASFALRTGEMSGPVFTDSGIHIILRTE
TrxR1 inh – inhibitors of rat thioredoxin reductase 1. O89049. recombinant rTrxR1, NADPH fluorescence consumption, selenite substrate. actives 1% (n = 390,000). Potency, µM (series often up to 114 µM), inactives show top-dose activity change, negative = inhibition, actives largely listed as inhibitors; also: % is scaled to controls: 0 for no effect and ±100 for the full control effect; nearly all actives have a fitted effect of over 65% in size
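Rat TrxR1 (90 nM in the dispensed reagent) was pre-reduced with 400 uM NADPH for 5 min at room temperature, then incubated with compound for 15 min. After 400 uM selenite was added, NADPH fluorescence (Ex 340/Em 450 nm) was followed for 8 min.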
HP1b chromo inh – inhibitors of HP1-beta chromodomain binding to methylated histone tails | Potency, µM (top dose mostly 114 µM), for inactives: at the top dose activity change, negative = inhibition, hits mostly inhibitors | actives 0.56% (n = 390,000) | AID 540317 | AlphaScreen HP1-beta / biotin-H3K9me3 peptide binding | P83916; also: nearly all actives have a fitted effect of over 70% in size; inactives centre near 23
Target sequence (P83916 whole entry, looked up): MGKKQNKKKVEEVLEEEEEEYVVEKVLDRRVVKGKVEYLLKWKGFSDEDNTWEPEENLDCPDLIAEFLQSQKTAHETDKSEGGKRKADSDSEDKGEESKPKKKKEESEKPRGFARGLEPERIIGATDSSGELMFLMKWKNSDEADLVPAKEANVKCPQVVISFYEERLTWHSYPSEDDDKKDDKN
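HP1-beta protein (50 nM final) preincubated 30 min at room temperature with biotinylated H3(1-18)K9me3 peptide (50 nM) in PBS pH 7.4, 0.01% Tween-20, then compound added for 30 min. AlphaScreen streptavidin donor/nickel chelate acceptor beads (10 ug/mL final), 30 min dark, luminescence read.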
ALOX12 inh – inhibitors of human 12S-lipoxygenase ALOX12. P18054. Potency, µM (series often up to 108 µM), without a hit: at the highest dose activity change, negative = inhibition, hits mostly inhibitors. actives 1.1% (n = 580,000). AID 1671190. purified 12hLO, xylenol orange hydroperoxide absorbance; also: % is scaled to controls: 0 for no effect and ±100 for the full control effect
Target sequence (P18054 whole entry, looked up): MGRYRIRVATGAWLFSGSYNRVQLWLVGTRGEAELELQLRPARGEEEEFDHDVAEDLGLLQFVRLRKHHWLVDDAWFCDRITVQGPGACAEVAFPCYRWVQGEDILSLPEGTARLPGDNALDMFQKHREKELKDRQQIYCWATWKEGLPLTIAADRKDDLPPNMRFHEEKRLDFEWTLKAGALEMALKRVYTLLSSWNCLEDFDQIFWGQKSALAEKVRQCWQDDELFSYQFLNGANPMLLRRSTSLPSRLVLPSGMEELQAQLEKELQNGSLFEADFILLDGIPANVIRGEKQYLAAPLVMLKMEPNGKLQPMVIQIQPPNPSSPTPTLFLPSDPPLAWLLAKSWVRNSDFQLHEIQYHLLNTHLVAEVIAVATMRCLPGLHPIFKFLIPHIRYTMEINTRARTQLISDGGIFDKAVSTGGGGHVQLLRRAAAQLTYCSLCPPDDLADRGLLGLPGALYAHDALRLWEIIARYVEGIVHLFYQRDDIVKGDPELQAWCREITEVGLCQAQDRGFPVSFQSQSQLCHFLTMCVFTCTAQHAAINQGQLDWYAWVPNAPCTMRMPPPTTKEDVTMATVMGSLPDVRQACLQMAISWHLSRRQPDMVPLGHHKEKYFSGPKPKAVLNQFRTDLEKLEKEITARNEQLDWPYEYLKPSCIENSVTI
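Purified human 12hLO at 150 nM in 25 mM Hepes, 0.01% Triton X-100, pH 7.0, preincubated 15 min at room temperature with compound. Reaction started with 40 uM arachidonic acid, 30 min at room temperature. Hydroperoxide measured by Fe-xylenol orange, 573/405 nm absorbance ratio.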
JMJD2A Tudor – blocks the human JMJD2A Tudor domain; O75164; AlphaScreen JMJD2A-Tudor / H3K4me3 peptide binding; Potency, µM (series often up to 114 µM), for inactives: at the top dose activity change, negative = inhibition, usual class: inhibitors; actives 4.4% (n = 390,000); AID 504339; also: % is scaled to controls: 0 for no effect and ±100 for the full control effect; nearly all actives have a fitted effect of over 50% in size
RGS4 inh – human RGS4 inhibition; P49798; Transcreener GDP fluorescence polarization, RGS4-accelerated GTP hydrolysis; Potency, µM (titrated, usually from 114 µM), without a hit: at the top dose activity change, negative = inhibition, most hits filed as inhibitors; actives 0.039% (n = 390,000); AID 504845; also: % is scaled to controls: 0 for no effect and ±100 for the full control effect; nearly all actives have a fitted effect of over 75% in size; some results filed as inactive show a strong effect at the top dose
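MLSMR compounds (23 nl, pin-transferred) preincubated 10 min at room temperature with a 500nM (2x) first reagent, then RGS4 at 900nM (2x) plus Transcreener GDP mix added; fluorescence polarization (620/688 nm) read before and after 90 min at 30 °C.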
PGK inhibitor – T. brucei PGK inhibition; actives 0.043% (n = 380,000); P07378; Potency, µM (highest dose often 57.5 µM), for inactives: at the top dose activity change, negative = inhibition, usual class: inhibitors; AID 602233; PGK/GAPDH coupled, Kinase-Glo luminescence, 60 min; also: % is scaled to controls: 0 for no effect and ±100 for the full control effect; nearly all actives have a fitted effect of over 60% in size
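Recombinant glycosomal PGK reaction used 1,3-bisphosphoglycerate generated in-well by GAPDH (100nM final) in 100mM TEA pH 7.6, 5mM MgCl2, 0.01% Tween-20. After 60 minutes at room temperature, ATP was read by Kinase-Glo Plus luminescence end-point.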
ERG-DNA inh – inhibitors of human ERG Ets domain-DNA interaction. P11308. fluorescence polarization, His-ERG Ets domain / labelled DNA. Potency, µM (titrated, usually from 76.9 µM), for the others: top-dose FP activity, negative = inhibition, hits mostly inhibitors. actives 0.028% (n = 370,000). AID 624246; active = well fitted inhibition curve with a large enough effect in the polarisation, with a control signal flat; inconclusive = small, poorly fitted or top-dose-only effect, or effect the other way, or a change in a side signal; inactive = no such curve, though single readings can be large or run the other way; the % refers to the polarisation;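 also: polarization taken with two DNA probes labelled with fluorescein and Texas red; % of control where 0% means no effect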
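His-tagged ERG Ets domain (1 uM in the protein solution; 300mM KCl, 50mM Tris-HCl, 1mM EDTA, 1mM DTT, pH 7.5) received compound, then a probe mix of 5 nM fluorescein-DNA and 100nM Texas-615-DNA. Fluorescence polarization was read for both dyes.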
Active calls of the source: *; i = inactive; u = inconclusive; x = no result given; & = joins results of further samples; [ ] = dose if it differs, or a comment. Unless noted, calls follow the shape of the dose curve; as a rule, active = well fitted curve in the direction sought with a large enough effect; inconclusive = small, poorly fitted or top-dose-only effect, or another doubt; inactive = no such curve, though single readings can be large; an effect the other way counts as inactive or inconclusive. Potency is read from the fitted curve at half-maximal effect. Only part of the results is shown; count on the stated rates, not on these rows.

SMILES,GLS inh,Pin1 inhibitor,TrxR1 inh,HP1b chromo inh,ALOX12 inh,JMJD2A Tudor,RGS4 inh,PGK inhibitor,ERG-DNA inh
Cc1ccc(CN2CCSc3ccc(C(=O)N4CCN(c5cc(C)ccc5C)CC4)cc32)cc1,-8%,0%,3%,17%,-19%,-26%,18%,i,8%
c1ccc(COc2ccccc2CNCc2cccnc2)cc1,4%,0%,-13%,23%,u,-35%,-5%,-6%[11.5 µM],x
Cc1ccccc1C(=O)NC(NCC1CCCO1)C(Cl)(Cl)Cl (centres undefined),0%,-5%,19%,33%,0%,-5%,-1%,1%,-3%
CCOc1cc2[nH]c(=O)n(CCCCC(=O)N3CCN(c4cccc(Cl)c4)CC3)c(=O)c2cc1OCC,3%,-9%,15%[57.1 µM],5%,8%,-19%,3%,-8%,15%
COc1ccc2cc(C(c3nnnn3CCc3ccccc3)N3CCCC(C)C3)c(=O)[nH]c2c1 (centres undefined),15%,8%,u,41%,u,u,-45%,5%,x
C[C@H](CO)N1C[C@H](C)[C@@H](CN(C)S(C)(=O)=O)Oc2ccc(NC(=O)CCC(F)(F)F)cc2C1=O,-1%,4%,-7%,41%[activator],4%,-6%,27%,-5%,3%
C=CC[N+](C)(C)c1ccc(CCC(=O)CCc2ccc([N+](C)(C)CC=C)cc2)cc1,-1%,1%,14%,29%,0%,-4%,6%,7%,-5%
Cc1nnc(N2CCC(C(=O)N3CCCCC3)CC2)c2nn(-c3ccc(Cl)cc3)c(C)c12,16%&-1%,u,u,27%&35%,0%,-12%&2%,12%&13%,5%&2%,-7%&-1%
Cc1ccc(C(=O)Nc2ccccc2C(=O)N2CC3(C)CC2CC(C)(C)C3)cc1 (centres undefined),16%,-4%,-4%,38%,u,-9%,17%,i,1%
C=CCc1cccc(OC)c1OCCOCCn1ccnc1,-2%,2%,9%[57.1 µM],u,-23%,5µM*,16%,1%,-12%
COc1ccc(/C=N/NC(=O)C2COc3ccccc3O2)cc1OC (centres undefined),0%,-2%,-8%,30%,0%,-6%,-8%,-8%,9%
Cc1ccc(-c2nn3c(C)nnc3s2)cc1NC(=O)c1cccnc1,-4%,-2%,-16%,21%,-1%,-14%,-8%,i,7%
COc1ccc(-c2noc(N3CCC(C(=O)NCCCN4CCCC(C)C4)CC3)n2)cc1 (centres undefined),-4%,5%,6%[57.1 µM],26%,3%,-8%,18%,7%,2%
CCCN[C@@H]1C(=O)N2C(C(=O)OCCC)=C(C)CS[C@H]12,3%,1%,-1%&-22%,5%,3%,-25%,-6%,-5%,5%
N/C(=N\OC(=O)/C=C/c1ccccc1Cl)c1ccncc1,22%,-1%,11%,21%,11%,-6%,-4%,-5%,-3%
COc1cccc(Sc2ccccc2/C=N/NC(N)=O)c1,-1%,-1%,-1%,14%,-2%,3%,8%,-8%,-8%
CCN(CC)S(=O)(=O)c1ccc(C(=O)NCc2ccc3c(c2)cc(C)n3C)cc1,0%,u,13%[57.1 µM],31%,u,-19%,-13%,1%,32µM*
CC(=O)c1c(O)cc(O)c(C(C)=O)c1O,13%,u,11%,37%,x,-7%,2%,-7%,-1%
Cc1cc(C)n(-c2nc3ccccc3c(=O)n2OCC(=O)N(C)C)n1,10%,2%,10%[57.1 µM],11%,107%[activator],-6%,21%,-6%,-8%
CCOC(=O)c1sc2ccc(S(=O)(=O)N3CCOCC3)cc2c1N,-6%,6%,-5%,37%[activator],18%,-17%,-36%,-7%,-6%
CCCc1ccc(OCC(=O)Nc2sc(C(=O)OCC)c(C)c2C(=O)OCC)cc1,1%,-8%,-13%,37%,-8%,6%,-33%,-9%,5%
Cc1ccc(C2(C)NC(=O)N(CCOc3ccccc3)C2=O)cc1 (centres undefined),-5%,-8%,1%,33%,455%[activator],-13%,-2%,-4%,-5%
CCOc1cc(-c2ccc(OC(=O)c3ccc(C)cc3)c(OC)c2)cc(=O)c2c(C)oc(C)c12,u,u,-18%,5%,-15%,u,-7%,9%,3%
COc1cccc2cc(C(=O)NNC(=O)c3ccc(Br)cc3)c(=O)oc12,31%,2%,10%[57.1 µM],u,-17%,79µM*,-4%,8%,1%
COc1ccc(C2=NNC(c3cccs3)=Nc3ccc(OC)cc32)cc1,0%,-3%,7%,-22%,-11%,u,-30%,-5%,9%

Compound profiles, from the list above. Order of values: GLS inh | Pin1 inhibitor | TrxR1 inh | HP1b chromo inh | ALOX12 inh | JMJD2A Tudor | RGS4 inh | PGK inhibitor | ERG-DNA inh
Shown for `Cc1ccccc1C(=O)NC(NCC1CCCO1)C(Cl)(Cl)Cl` (centres undefined) → 0% | -5% | 19% | 33% | 0% | -5% | -1% | 1% | -3%
Shown for `COc1cccc(Sc2ccccc2/C=N/NC(N)=O)c1` → -1% | -1% | -1% | 14% | -2% | 3% | 8% | -8% | -8%

Going on with the list:
SMILES,GLS inh,Pin1 inhibitor,TrxR1 inh,HP1b chromo inh,ALOX12 inh,JMJD2A Tudor,RGS4 inh,PGK inhibitor,ERG-DNA inh
COc1ccc2[nH]c3c(c2c1)CCN1C(=O)C(CC(=O)NCc2ccco2)C[C@H](C(=O)N2CCCCC2)[C@@]31CCc1ccccc1 (some centres undefined),-9%,2%,11%,-8%,-16%,u,-4%,-3%,-6%
CC(C)n1cc(CN2CCCC(C(=O)Nc3ccccc3Oc3cccnc3)C2)cn1 (centres undefined),-5%,-4%,11%,33%[57 µM],0%,-17%,-2%,-4%,-19%
CCOC(=O)N1CCC(N2Cc3cccc(C(=O)N4CCN(c5cccc(C)c5C)CC4)c3C2=O)CC1,0%,-2%,-5%,36%,1%,-15%,5%,-1%,-7%
CCCCOC(=O)Nc1ccc(S(=O)(=O)Nc2ccc([N+](=O)[O-])cc2)cc1,-5%,2%,1%,-1%,u,-33%,-33%,0%,3%
COc1cc(OC)c(C2=NOC(C(=O)Nc3cc(C)nn3-c3ccccc3)C2)cc1Cl (centres undefined),10%,1%,8%,12%,-3%,-15%,u,x,-2%
CSc1nnc(-c2ccccc2)n1N,2%,2%,12%[57.1 µM],30%,4%,4%,3%,8%,-6%
CCc1cccc(C)c1N(C(=O)Cn1c(=O)[nH]c2ccccc21)C(C)COC (centres undefined),13%,-3%,5%[57.1 µM],24%,0%,-6%,1%,1%,0%
COCc1cc(C)nc2c1C(=O)NC(c1ccc(Br)cc1)N2Cc1ccccc1 (centres undefined),4%,2%,15%,31%,-30%,0%,18%,-6%,4%
CCOC(=O)C1CCN(CC(=O)Nc2c(C(=O)OC)[nH]c3cccc(C)c23)CC1,25%,2%,2%,27%,0%,9%,-4%,-2%,4%
COCc1ccc(-c2c(-c3ccc(OC)cc3)oc(=O)c3cc(OC)c(OC)cc23)cc1,1%,6%,22%[57.1 µM],36%,-9%,-9%,16%,-2%,-3%
CCN(C(=O)COC(=O)c1cc(-c2ccccc2)nn1-c1ccccc1)C1CCS(=O)(=O)C1 (centres undefined),16%,1%,6%,53%[activator],7%,-4%,-6%,-1%,15%
CCC1Nc2ncnc(N3CCOCC3)c2N(Cc2ccc(OC)cc2)C1=O (centres undefined),61%[activator],1%,6%,29%,5%,56µM*,u,-1%,-2%
O=C(CCc1ccc(S(=O)(=O)NC2CCCCC2)cc1)NCc1ccc(Cl)cc1,1%,0%,13%[57.1 µM],29%,-9%,-1%,u,-2%,-6%
c1ccc(NC2=NCCN2CCC2CCCCC2)cc1,-2%,-1%,-3%,27%,2%,-16%,-13%,8%,8%
COc1cc(C2N(c3ccccc3)CCN2c2ccccc2)cc(OC)c1OC,8%,7%,28%[57.1 µM],-6%,-20%,u,-18%,-9%,5%
CCCc1nnc(NC(=O)CS(=O)(=O)c2ccccc2)s1,-11%,-11%,12%,u,-7%,u,-4%,-3%,3%
CCc1cccc(C)c1NC(=O)C1CC(=O)N(C2CCCC2)C1 (centres undefined),1%,1%,24%,39%,4%,-11%,39%,i,-16%
CC(C)C[C@]1(c2ccccc2)ON(c2ccccc2C(F)(F)F)C1=O,2%,2%,3%,148%[activator],0%,41%[activator],26%,i,3%
COc1ccc(CN2CN=C(Nc3nc4ccccc4s3)NC2)cc1,-3%,-1%,12%,23%,x,-3%,-12%,-10%,7%
CC(C)(CO)N=C1NS(=O)(=O)c2cc([N+](=O)[O-])ccc21,7%,-1%,1%,29%,-10%,-11%,-4%,2%,-11%
C(=C\c1nc(N2CCCCCC2)c2ccccc2n1)/c1ccccc1,2%,2%,12%,107%[activator],-13%,51%[activator],-5%,i,13%
CCCS(=O)(=O)N1CCC(C(=O)NCCCN(C)Cc2ccccc2)CC1,-1%,4%,16%,26%,0%,5%,9%,-6%,-12%

High-throughput results from PubChem BioAssay.
